# phage Ecoli inh: growth loss of phage-infected E. coli, primary screen, RecBCD inhibitor project, absorbance, with phage, HTS; inhibition, % at 11.9 µM; 360,000 tested, 0.26% active; AID 651602, 2012; in the data active means inhibition above about 11%
# PfHsp90 yeast 2: growth inhibition of PfHsp90-expressing yeast, primary screen, antimalarial PfHsp90 inhibitor project, S. cerevisiae, BacTiter-Glo luminescence, single point, set 2. BacTiter-Glo ATP, 48 h; yeast lacking PDR1 and PDR3 efflux regulators. inhibition, % at 9.4 µM. 310,000 tested, 0.32% active. AID 504621, 2011;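 active means every replicate shows inhibition above about 80%, whatever the replicate mean, limit read from the data; inconclusive means mean inhibition reaches the set limit but some replicate falls short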;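 further: 0% = DMSO neutral controls and 100% = 20 µM radicicol positive controls; yeast relying on Plasmodium falciparum Hsp90 in place of its own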
# Tat transport: E. coli Tat export inhibitors, primary screen, MC4100, TorA-mCherry reporter, fluorescence, single point | inhibition, % at 10 µM | 340,000 tested, 0.036% active;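 active means mean replicate inhibition at least 50% and at least half of replicates individually reaching 50%; inconclusive means only one of the two criteria met; inactive means neither criterion met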;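 further: exported cargo escapes ClpAP degradation while cytoplasmic cargo is degraded and loses fluorescence; 0% = median of neutral control wells and 100% = median of NaSCN control wells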
# PvdQ acylase: P. aeruginosa PvdQ acylase inhibitors, primary screen, biochemical, fluorescence, plate reader and imaging, single point; AID 488965, 2010; 340,000 tested, 0.063% active; inhibition, % at 10 µM; purified PvdQ acylase; in the data active means inhibition above about 30%, passing the limit was not always enough; inconclusive means no clear call, values can overlap the other calls;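 further: 0% = vehicle neutral wells and 100% = reference inhibitor wells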
# DAGLB inh: DAGLB lipase inhibitors, primary screen, biochemical, fluorescence, HTS | Diacylglycerol lipase-beta (Homo sapiens), Q8NCG7 | 340,000 tested, 0.059% active | inhibition, % at 5.17 µM | HEK293T DAGLB membrane lysate, EnzChek fluorogenic substrate; in the data active means inhibition above about 34%;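 further: 0% = enzyme with vehicle and 100% = wells lacking enzyme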
# Target sequence (Q8NCG7 whole entry, looked up): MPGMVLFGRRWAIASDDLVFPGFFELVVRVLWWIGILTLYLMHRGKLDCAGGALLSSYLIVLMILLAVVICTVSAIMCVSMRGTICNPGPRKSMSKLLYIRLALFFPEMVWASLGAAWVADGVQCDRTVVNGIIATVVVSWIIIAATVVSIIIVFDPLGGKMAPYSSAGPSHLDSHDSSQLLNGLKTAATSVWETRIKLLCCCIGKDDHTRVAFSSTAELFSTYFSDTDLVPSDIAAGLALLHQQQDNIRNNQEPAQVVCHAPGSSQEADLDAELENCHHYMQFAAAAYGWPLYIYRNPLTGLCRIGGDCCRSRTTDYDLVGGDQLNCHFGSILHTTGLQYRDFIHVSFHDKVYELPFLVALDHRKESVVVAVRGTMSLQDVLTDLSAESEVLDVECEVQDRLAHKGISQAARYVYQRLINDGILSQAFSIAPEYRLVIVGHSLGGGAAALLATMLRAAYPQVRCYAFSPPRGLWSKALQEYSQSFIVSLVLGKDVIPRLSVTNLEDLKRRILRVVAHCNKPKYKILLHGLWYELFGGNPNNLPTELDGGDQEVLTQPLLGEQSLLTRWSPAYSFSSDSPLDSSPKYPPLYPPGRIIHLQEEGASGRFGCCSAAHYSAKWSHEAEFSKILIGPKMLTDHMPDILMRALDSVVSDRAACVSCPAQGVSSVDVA
# Rtt109 Vps75: inhibitors of C. albicans Rtt109/Vps75 HAT, primary screen, biochemical, ThioGlo CoA-SH fluorescence, plate reader | inhibition, % at 34.9 µM | purified Rtt109/Vps75, 4 h | 330,000 tested, 0.16% active | Histone acetyltransferase RTT109 (Candida albicans (strain SC5314 / ATCC MYA-2876)), …;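 active means inhibition of at least 50% in every replicate; inconclusive means best replicate reaches 50% inhibition but some replicates fall short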
# Target sequence (Q5AAJ8 whole entry, looked up): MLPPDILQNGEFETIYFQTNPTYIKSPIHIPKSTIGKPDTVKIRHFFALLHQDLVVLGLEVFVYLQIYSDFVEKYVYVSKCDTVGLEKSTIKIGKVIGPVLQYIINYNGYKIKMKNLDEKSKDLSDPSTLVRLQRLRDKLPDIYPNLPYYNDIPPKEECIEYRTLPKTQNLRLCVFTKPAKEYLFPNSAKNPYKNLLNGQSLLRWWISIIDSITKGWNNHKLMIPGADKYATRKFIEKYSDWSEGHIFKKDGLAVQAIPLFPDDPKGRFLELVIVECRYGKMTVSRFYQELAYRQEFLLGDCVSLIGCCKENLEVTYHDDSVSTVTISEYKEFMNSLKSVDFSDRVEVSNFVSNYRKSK
# Wnt bcat act: Wnt/beta-catenin pathway activators, primary screen, cell-based, plate reader, single point; Wnt/beta-catenin reporter cell assay, activator; activation, % at 9.35 µM; 300,000 tested, 1.2% active; AID 743398, 2014; in the data active means activation above about 30%, passing the limit was not always enough; inconclusive means no clear call, values can overlap the other calls;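 further: 0% = neutral control wells and 100% = positive control wells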
# AddAB inh: growth inhibition of E. coli expressing H. pylori AddAB, primary screen, AddAB inhibitor project, absorbance; inhibition, % at 11.9 µM; 330,000 tested, 0.29% active; in the data active means inhibition above about 12%;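 further: 0% = vehicle wells of infected cells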
# CAL PDZ FP: CAL PDZ peptide-binding inhibitors, primary screen, biochemical, fluorescence polarization, Cer-tagged CAL PDZ, HTS. Golgi-associated PDZ and coiled-coil motif-containing protein (Homo sapiens), Q9HD26. 330,000 tested, 0.02% active. purified CAL PDZ, TMR-peptide fluorescence polarization, 1 h. inhibition, % at 20 µM;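 active means highest replicate inhibition of at least 40%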;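 further: plate controls were DMSO neutral control wells for no effect and unlabeled competitor peptide control wells for full effect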
#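 material = purified tagged CAL PDZ domain construct (CerCALP) | compound dosing = 20 µM, one dose | times = 1 h at RT | measured by = fluorescence polarization from S- and P-plane intensities, G-factor corrected | read-out = inhibition from polarization loss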
# Ecoli viability: E. coli V3065 growth inhibition, primary screen, counter-screen for AddAB inhibitor project, absorbance, OD600; 330,000 tested, 0.27% active; 18 h; AID 449728, 2010; inhibition, % at 11.9 µM;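 active means inhibition above the campaign's mean inhibition across all tested compounds plus 3 SD, cut at about 9.9% in these data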;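 further: uninfected addAB+ strain grown without phage in ampicillin broth; 0% = DMSO wells and 100% = ciprofloxacin 0.95 µg/ml wells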
# Starred values were filed as active, the others as inactive; ? = inconclusive; nt = no result given; & = joins results of further samples.
SMILES,phage Ecoli inh,PfHsp90 yeast 2,Tat transport,PvdQ acylase,DAGLB inh,Rtt109 Vps75,Wnt bcat act,AddAB inh,CAL PDZ FP,Ecoli viability
O=C(COc1ccccc1)N/N=C/c1sc(=O)n(Cc2cccc(C(=O)O)c2)c1Cl,-2.5,-11,1,-10,2,13,0,-0.3,-0.9,2.3
CCCc1[nH]nc2c1C1(C(=O)N(CC)c3ccccc31)C(C#N)=C(N)O2 (stereo unspecified),nt,nt,-5,6,-2,7,-1,17*,0.8,26*
CCOC(=O)c1ccc2c(c1)n(CC)c(C)[n+]2CC,3.9,-6,0,-8,1,2,0,-2.1,-0.2,0.5
Nc1cc(C(=O)OCC(=O)NNC(=O)c2ccccc2)ccc1Cl,-2.4,23,13,2,-2,-1,1,2.4,-1.0,0.1
COc1ccc2cc(/C(C)=N/NC(=O)c3cc(-c4cccnc4)nc4ccccc34)ccc2c1,3.7,-9,1,-2,-1,-15,nt,1.0,-2.1,-1.0
Cc1ccc(NC(=O)c2ncn[nH]2)cc1,2.8,12,-4,-14,3,-9,-2,3.1,-1.0,1.3
Cn1cc(CNC(=O)/C=C/c2ccc(Cl)cc2)cn1,5.0,3,3,-7,2,-12,0,1.1,-0.9,-1.4
Cc1cc(Nc2ccc(C)c(C)c2)c2ccccc2n1,2.1,10,-8,-8,0,5,-3,1.0,-3.2,-0.9
CCCOc1ccc(C2NC(=O)NC2=O)cc1 (stereo unspecified),-1.0,23,-13,-7,-2,7,-1,1.6,0.3,0.8
COc1ccc(-c2csc(NC(=O)C3CSC4(C)CCC(=O)N34)n2)cc1 (stereo unspecified),2.8,-6,0,-14,-4,5,-7,1.2,0.8,1.9
Cc1nc2scc(-c3ccccc3)c2c(=O)n1/N=C/c1ccco1,2.3,2,?,8,3,-6,2,1.0,nt,1.0
Cc1cccc(NC(=O)CS(=O)(=O)c2cn(C)c3ccccc23)c1,2.2,2,-3,4,-8,8,-2,-1.4,-2.2,0.3
Cc1ccc(C)c(NC(=O)c2cnc3n(c2=O)CCS3)c1,3.7,-10,-5,8,-1,26,6,-1.0,0.0,0.8
O=C(NCc1ccco1)/C(=C\c1cccs1)NC(=O)c1cccs1,1.8,-41,-6,-14,-2,-5,-1,0.1,-3.5,2.4
Cc1cc(-c2csc(NC(=O)c3ccc(C#N)cc3)n2)c(C)n1Cc1ccco1,0.8,0,-3,1,6,0,-4,-1.8,-0.7,-2.3
Cc1nc(C)c(C(=O)N(c2ccccc2F)C(C(=O)NCC2CCCO2)c2ccccc2)s1 (stereo unspecified),1.5,-43,0,-13,-1,-2,-1,0.3,-0.3,-1.4
COc1ccc(NC(C)=O)cc1NC(=O)CSc1nnc(-c2ccc(F)cc2)n1N,2.0,-13,5,-15,-2,-5,1,2.2,-0.3,-1.8
COc1cccc(-c2ncc3ccccc3c2COC(=O)c2cccc(Br)c2)c1,3.4,11,10,-8,-5,-2,3,-1.4,-0.4,-0.7
CCOC(=O)CNC(=O)c1cccs1,1.6,nt,-4,-11,-2,5,0,-0.2,-1.7,-1.6
CCOc1cc(NC(=S)NCC(C)C)c(OCC)cc1NC(=O)c1ccco1,0.4,-16,3,-4,-1,4,-7,1.6,-1.8,1.4
Cc1cc(C(=O)CSc2nnc(-c3ccco3)o2)c(C)n1C,-1.2,10,4,-3,1,-4,4,2.7,-1.3,-0.1
CCCc1cc(=O)oc2c(C)c(OCC(=O)N3CCC[C@@H]3C(=O)O)ccc12,2.8,25,14,-2,3,-7,-1,4.2,0.5,-0.2
COC1C=CC=C(C)C(=O)NC2=CC(=O)C(N)=C(CC(C)CC(OC)C(O)C(C)C=C(C)C1OC(N)=O)C2=O (stereo unspecified),2.0,-15,4,-6,8,1,-21,nt,0.3,nt
Cc1cc(C(F)(F)F)nc(SCC(=O)Nc2ccccc2)n1,1.9,nt,-5,-14,1,-4,-1,0.9,-1.1,-0.7
COc1ccc(NS(=O)(=O)c2ccc(NC(=S)NC(=O)c3cccc(F)c3)cc2)nn1,1.8,13,6,-2,3,-3,7,3.1,-2.6,-0.1
# Remaining list, next part.
SMILES,phage Ecoli inh,PfHsp90 yeast 2,Tat transport,PvdQ acylase,DAGLB inh,Rtt109 Vps75,Wnt bcat act,AddAB inh,CAL PDZ FP,Ecoli viability
O=C(O)COc1ccc(/C=N/NC(=O)COc2nsnc2N2CCOCC2)cc1,1.9,0,0,-1,1,24,2,1.0,-0.2,-2.2
O=C(CCc1ccccc1Cl)Nc1cc(S(=O)(=O)N2CCOCC2)ccc1N1CCCC1,1.3,-96,3,-5,0,8,-1,nt,-1.1,nt
COc1ccc(NS(=O)(=O)c2ccc(N3CCOCC3)c(NC(=O)/C=C/C(=O)O)c2)cc1,0.4,32,1,-1,3,0,-1,nt,-0.2,nt
COC(=O)c1ccccc1N(C)S(C)(=O)=O,2.1,-9,2,-18,-2,7,-2,1.6,nt,1.6
Cc1noc(NS(=O)(=O)c2ccc(N/C=C/C(=O)c3cccnc3)cc2)c1C,2.3,nt,-1,7,4,73*,nt,13*,-2.8,8.0
CC(=O)Nc1ccc(NC(=O)C(C)OC(=O)/C=C/c2cccs2)cc1 (stereo unspecified),2.0,19,-3,-12,-1,5,-2,4.1,-0.8,-0.7
CCOC(=O)C1CCN(c2cc(=O)n(-c3ccccc3Cl)c(=O)[nH]2)CC1,2.5,-10,-12,5,0,22,nt,1.3,-2.0,-0.1
N#Cc1ccc2[nH]c(CO)c(-c3ccccc3)c2c1,2.9,-27,-1,-4,0,4,0,3.9,-0.8,1.9
CCC(=O)NC(=S)Nc1cccc(NC(=O)CC)c1,0.9,0,2,7,-2,-15,nt,4.0,0.5,1.8
COc1ccccc1N(C)S(=O)(=O)c1ccc(C(=O)OCC(=O)NCc2ccco2)cc1,3.0,-18,9,6,-2,0,1&0,0.4,nt,-2.5
C[C@@H](NC(=O)C1(c2ccccc2)CCN(C(=O)OC(C)(C)C)CC1)C(=O)N[C@@H](Cc1ccccc1)C(=O)O,1.9,-3,2,-18,-4,7,-1,4.4,0.7,-3.9
O=C(Cn1nc(C(F)(F)F)c2c1CCCC2)NCc1ccco1,0.6,-9,?,-14,-1,-11,-8,4.4,-2.7,1.6
COc1cccc(-c2cccc(NC(=O)C3CCN(CC4CCOC4)CC3)c2)c1 (stereo unspecified),0.2,-2,-7,-14,-2,1,0,-0.3,-0.2,1.9
O=C(NCC(=O)N(c1cccc(F)c1)C(C(=O)NC1CCCC1)c1cccnc1)c1cccs1 (stereo unspecified),2.9,9,-4,-4,-4,-6,0,0.8,-0.1,-1.2
CC1(C)Cc2c(cnn2-c2ccc(F)cc2)C(NC(=O)c2ccoc2)C1 (stereo unspecified),2.7,-36,2,1,-2,9,-1,-1.7,0.2,-1.9
COc1ccccc1-n1c(CCC(=O)O)ccc1-c1ccccc1,3.2,-14,-5,-14,2,-3,?,3.2,-1.0,1.4
COCc1nnc(NS(=O)(=O)c2ccc(Br)cc2)s1,-0.5,nt,-3,-7,3,-4,2,3.8,-2.5,-1.1
Cc1cccc(NC(=O)CCC(=O)N2CCOCC2)n1,1.2,38,0,-9,-3,-2,-3,0.4,-7.2,-0.5
COc1ccc(/C=C(\NC(=O)c2ccc(OCC(C)C)cc2)C(=O)OCc2ccco2)cc1,3.3,-11,-5,-1,-8,-6,-2,1.8,0.7,0.4
CC(=O)c1ccc(NC(=O)CCCN2C(=O)COc3ccc(C)cc32)cc1,0.2,-7,-9,0,1,-7,0,2.5,0.2,0.1
CCC(CC)c1nnc(NC(=O)CS(=O)(=O)Cc2ccccc2)s1,1.2,-7,2,-7,1,1,nt,0.8,0.0,-0.3
N#Cc1ccccc1S(=O)(=O)N1CCN(C(=O)Cc2n[nH]c(=O)c3ccccc23)CC1,1.6,-22,3,6,3,2,-1,0.8,0.8,0.5
O=C(CNCCc1ccc(Cl)cc1)Nc1ccc(C(=O)N2CCCCC2)cc1,1.1,-8,0,-5,1,-3,-2,1.0,0.5,0.5
COc1ccc(Oc2ccc(C(F)(F)F)cc2NC(=O)c2ccc(C)cc2)cc1,-1.9,-1,-4,-11,nt,3,1,5.8,0.1,0.3
CNS(=O)(=O)c1ccc(NC(=O)c2cc(-c3ccncc3)nc3ccc(Cl)cc23)cc1,0.1,-14,9,-8,1,-3,0,0.3,-1.3,-1.4

# Compounds from the list above that contain a CF3 group (3):
SMILES,phage Ecoli inh,PfHsp90 yeast 2,Tat transport,PvdQ acylase,DAGLB inh,Rtt109 Vps75,Wnt bcat act,AddAB inh,CAL PDZ FP,Ecoli viability
Cc1cc(C(F)(F)F)nc(SCC(=O)Nc2ccccc2)n1,1.9,nt,-5,-14,1,-4,-1,0.9,-1.1,-0.7
O=C(Cn1nc(C(F)(F)F)c2c1CCCC2)NCc1ccco1,0.6,-9,?,-14,-1,-11,-8,4.4,-2.7,1.6
COc1ccc(Oc2ccc(C(F)(F)F)cc2NC(=O)c2ccc(C)cc2)cc1,-1.9,-1,-4,-11,nt,3,1,5.8,0.1,0.3

# Next records follow:
SMILES,phage Ecoli inh,PfHsp90 yeast 2,Tat transport,PvdQ acylase,DAGLB inh,Rtt109 Vps75,Wnt bcat act,AddAB inh,CAL PDZ FP,Ecoli viability
COC(=O)CN1C(=S)N(c2ccc(F)cc2)C(=O)C1CC(=O)Nc1ccccc1 (stereo unspecified),-0.8,20,5,2,-3,-3,-2,-0.9,-0.5,-1.8
Cc1nn(Cc2ccc(Cl)cc2Cl)c(C)c1NC(=O)CCl,3.4,1,-1,-15,2,4,3,2.1,-1.6,1.4
Cc1ccc(NCCC(=O)c2cccc([N+](=O)[O-])c2)c(C)c1,3.1,-2,13,-15,-2,2,nt,0.6,-0.7,2.9
Cc1cccc(NS(=O)(=O)c2ccc(-c3cnc(C4CC4)o3)cc2)c1C,2.9,-21,14,2,1,29,-9,3.4,-2.2,-1.5
O=C1CCCN1CCCNC(=S)Nc1ccc(Nc2ccccc2)cc1,-0.8,3,-5,-5,3,8,0,3.3,-3.0,0.6
CCOc1ccc(NC(=S)Nc2ccc3nsnc3c2)cc1,2.5,-22,21,-3,-13,-3,nt,5.4,0.7,1.0
C/C(N)=C(/C#N)C(=O)CSc1nnc(-c2ccccc2)n1C,1.2,13,-1,-7,0,8,7,2.2,-0.6,1.1
CN(c1cccc(Cl)c1)S(=O)(=O)c1cccc(C(=O)NCc2ccncc2)c1,0.1,13,-6,-13,3,1,-1,1.8,-0.1,0.9
COc1cc(-c2noc(C)c2C(=O)NCCCN2CCOCC2)cc(OC)c1OC,2.1,0,-9,-10,-2,-11,1,3.4,0.6,-0.7
Cc1c(NC(=S)N/N=C/C=C/c2ccc([N+](=O)[O-])cc2)c(=O)n(-c2ccccc2)n1C,2.3,-17,-1,-30,4,2,0,-1.6,0.1,-1.9
O=C(Oc1cccnc1)c1ccc([N+](=O)[O-])cc1,1.8,-18,-10,4,-2,20,0,2.8,-0.9,-0.3

# High-throughput results: PubChem, several laboratories
